EphA4 KYL inhibition: EphA4 ligand-binding antagonists – biochemical, colorimetric, mouse EphA4, primary screen (AID 689). EphA4-AP binding to KYL peptide, pNPP A405; higher % means a stronger effect. inhibition, % at 10 µM; hits with a dose series show IC50 in µM. hit rate 0.1% among 62,000; in the data active = a potency from the dose series; inactive = the rest, 99 in 100 with inhibition below about 22%
* marks the source's active call; other numbers are inactive results. Some of the compounds tested; the hit share may differ from the screen's.

smiles | EphA4 KYL inhibition
O=c1ccc2ccc(OCc3nnc(-c4ccccc4Br)o3)cc2o1 | 2.5%
Cc1cc(C)n(-c2nc(-n3nc(C)cc3C)c3c4c(sc3n2)COC(C)(C)C4)n1 | -3.7%
CNC(=O)OCCc1ccc(-c2ccccc2)o1 | 0.1%
COc1ccc(Oc2c(C(F)(F)F)oc3c(CN4CCCC4)c(O)ccc3c2=O)cc1 | -2.6%
CCCC(O)(c1ccc(Cl)cc1)C(CN1CCOCC1)c1ccccc1 (stereo not drawn) | 0.5%
O=C1NN(c2cccc(Cl)c2)C(=O)/C1=C\c1ccc(O)cc1 | -4.5%
COC(=O)c1ccc(NC(=O)C2CCCCC2C(=O)O)cc1 (stereo not drawn) | -1.4%
O=C1c2ccc(S(=O)(=O)c3ccc4c(c3)C(=O)N(CCCO)C4=O)cc2C(=O)N1CCCO | 11.6%

Going on with the list.
smiles | EphA4 KYL inhibition
Cc1c(C#N)c(N)c(C(=O)c2ccccc2)n1-c1ccccc1 | 3.1%
C=CCn1c(SCC(=O)NCc2ccco2)nc2sc3c(c2c1=O)CCCC3 | -7.4%
COc1cc(/C=C2/SC(=S)N(C)C2=O)ccc1OC(=O)c1cccs1 | -4.3%
O=C(Nc1cccc(Br)c1)c1cc2ccccc2o1 | -11.3%
CCCS(=O)(=O)N1CCCC(C(=O)NCCN(C)Cc2ccccc2)C1 (stereo not drawn) | 0.8%
CCOc1cc(/C=c2\sc3nc4ccccc4n3c2=O)ccc1OCCOc1ccc(Br)cc1 | 2.2%
COc1ccc(NC(=O)N2CCC(C(=O)c3ccc(F)cc3)CC2)cc1 | 3.5%
COc1cccc(N2CCN(c3ncccn3)CC2)c1 | 10.2%

(next part)
smiles | EphA4 KYL inhibition
COc1ccc(/C=C2/SC(=S)N(Cc3ccccc3)C2=O)c2ccccc12 | -4.0%
CCCC1=NN(C(=O)Cc2ccccc2)C(O)(C(F)(F)F)C1 (stereo not drawn) | 6.6%
CCOc1ccc(NC(=O)C2CCCCN2S(=O)(=O)c2ccccc2)cc1 (stereo not drawn) | -13.2%
O=C1CC(c2ccc(Cl)cc2)CC2=C1C(c1ccc3c(c1)OCO3)Nc1ccccc1N2 (stereo not drawn) | -0.6%
O=C(NCCN1CCOCC1)c1ccc(CS(=O)(=O)c2ccc(Cl)cc2)o1 | -2.2%
CCOC(=O)c1sc(NC(=O)c2cncc(Br)c2)c(C(=O)OCC)c1C | 1.0%
Cc1ccc(CNC(=O)CSc2nc3ccsc3c(=O)n2NC(=O)c2ccccc2)cc1 | -12.7%
COc1cccc(C(=O)Nc2nc3c(s2)CN(C)CC3)c1 | 4.0%

Next results follow.
smiles | EphA4 KYL inhibition
CC(=O)Cc1nsc(Nc2ccc3c(c2)OCCO3)n1 | 2.6%
CC1=C(C(=O)Nc2ccccc2)C(c2cccs2)n2c(s/c(=C\c3cccs3)c2=O)=N1 (stereo not drawn) | -8.3%
CN1CCN(c2cc3c(c4c2[nH]c2ccccc24)C(=O)CC(C)(C)C3)CC1 | -14.1%
NC(=O)Nn1c(CCC(=O)O)ccc1-c1ccc(F)cc1 | -4.0%
Cc1cc(C)n2nc3nc4c(cc3c2n1)CCCC4 | -4.6%
c1ccc(-n2ncc3c(N4CCN(CCOc5cccc6ccccc56)CC4)ncnc32)cc1 | 7.0%
CC(C)(C)NC(=O)C(c1ccco1)N(Cc1ccc2c(c1)OCO2)C(=O)Cn1nnc2ccccc21 (stereo not drawn) | 2.7%
O=S(=O)(NC1CCCC1)c1cccc(-c2nnc(-c3ccccc3)o2)c1 | 11.0%

Among those listed so far, these contain a furan ring, fused or not.
smiles | EphA4 KYL inhibition
CNC(=O)OCCc1ccc(-c2ccccc2)o1 | 0.1%
C=CCn1c(SCC(=O)NCc2ccco2)nc2sc3c(c2c1=O)CCCC3 | -7.4%
O=C(Nc1cccc(Br)c1)c1cc2ccccc2o1 | -11.3%
O=C(NCCN1CCOCC1)c1ccc(CS(=O)(=O)c2ccc(Cl)cc2)o1 | -2.2%
CC(C)(C)NC(=O)C(c1ccco1)N(Cc1ccc2c(c1)OCO2)C(=O)Cn1nnc2ccccc21 (stereo not drawn) | 2.7%

Following part:
smiles | EphA4 KYL inhibition
N#Cc1ccc(COC(=O)C2CCC(=O)N2)cc1 (stereo not drawn) | 4.4%
CC1(C)NC(=O)N(CC(O)COc2ccc(N3C(=O)c4ccccc4C3=O)cc2)C1=O (stereo not drawn) | -2.0%
Cc1ccc(SCCNC(=O)c2ccc(C)c(S(=O)(=O)Nc3ccccc3C)c2)cc1 | -10.2%
Cc1ccc(Cn2c(=N)n(CC(O)COc3ccccc3)c3ccccc32)cc1 (stereo not drawn) | -11.3%
Cc1ccc(-n2c(C)cc3c2CC(C)(C)CC3=O)cc1C | -3.2%
CCOC(=O)c1c(C)n(C)c2cc(Br)c(C(=O)Oc3ccccc3)cc12 | -5.2%
O=C(c1ccccc1)N1CC(COc2ccccc2)OC(c2ccco2)O1 (stereo not drawn) | -9.4%
CC(NC(=O)C(Cc1ccccc1)N1C(=O)C2C3CCC(C3)C2C1=O)c1ccccc1 (stereo not drawn) | 8.1%

Other compounds
smiles | EphA4 KYL inhibition
Cc1noc(C)c1COC(=O)c1ccc2c(c1)S(=O)(=O)c1ccccc1C2=O | -8.5%
COC(=O)CN1C(=O)C2(C(C#N)=C(N)Oc3ccccc32)C2=C1CC(C)(C)CC2=O (stereo not drawn) | -3.5%
CC(C)C(=O)Nc1ccc(Sc2ccc(F)cc2)cc1 | -9.1%
Cc1ccc(CN2CCN(N=Cc3ccccc3OCC(=O)O)CC2)c(C)c1 | 14.3%
CC(=O)C1=C(C)NC(C)=C(C(C)=O)C1c1ccc(-c2ccccc2[N+](=O)[O-])o1 | 5.2%
COc1ccc(CCCc2nnc(SCC(=O)Nc3cc(C)ccc3C)o2)cc1 | -8.2%
O=C(c1ccccc1)C1C(=O)c2ccccc2C1=O | -6.6%
O=C(CCN1C(=O)C2C3C=CC(C3)C2C1=O)N1CCN(c2cccc(Cl)c2)CC1 (stereo not drawn) | 2.0%

Carrying on:
smiles | EphA4 KYL inhibition
O=C(Nc1ccc2c(c1)OCCO2)c1cccc(S(=O)(=O)N2CCOCC2)c1 | -1.2%
COc1cc([N+](=O)[O-])ccc1-c1ccc(CO)o1 | 27.6%
Cc1ccc(NC(=O)c2c(C(F)(F)F)nn(C)c2SCc2ccc(Cl)cc2)cc1C | -2.6%
O=C(c1ccc(N2CCOCC2)nc1)N1CCOCC1 | 12.3%
CCOC(=O)Cn1c(=O)c2c(nc3n2CCN3Cc2ccccc2)n(C)c1=O | -14.0%
C=CCSc1nc2ccccc2n1C(=O)C1C(C=C(Cl)Cl)C1(C)C (stereo not drawn) | -11.0%
CC(O)(CS(=O)(=O)Cc1ccccc1)C(=O)Nc1cccc(C(F)(F)F)c1 (stereo not drawn) | -22.1%
CCOc1nc(N=C(N)N)nc2c(C)cccc12 | 4.2%

Additional compounds
smiles | EphA4 KYL inhibition
COc1ccc2c(c1)C1(C)CC(C)(C)N2C(=O)N1c1ccccc1 (stereo not drawn) | 9.5%
COc1cc(-c2nnc(SCC(=O)Nc3ccc4c(c3)OCCO4)o2)cc(OC)c1OC | -7.5%
CC(=O)N=C1SC2CS(=O)(=O)CC2N1c1c(Cl)cccc1Cl (stereo not drawn) | 7.9%
O=C(CSc1ncn[nH]1)Nc1ccnc2ccccc12 | 5.5%
COc1ccc(OC)c(/C=N/NC(=O)CC2C(=O)NN=C2C)c1 (stereo not drawn) | -6.4%
C#CC(C)(C)NC(=O)CSc1nc2c(c(=O)n(C)c(=O)n2C)n1CCCC | 5.9%
Cc1cc(C)c(N=Cc2c(C)[nH]n(-c3ccccc3)c2=S)c(C)c1 | -0.2%
COc1ccc(N(CC(=O)NCCc2ccc(OC)c(OC)c2)S(=O)(=O)c2ccc(OC)c(OC)c2)cc1 | -10.4%

Next part
compound | EphA4 KYL inhibition
CC(C)N(C(=O)NC(=O)NCC1CCCO1)S(C)(=O)=O (stereo not drawn) | -3.3%
COc1ccc2[nH]cc(CCN=C3SCC(=O)N3C)c2c1 | -5.1%
Cc1cccc(NC(=O)c2cccnc2)c1 | -5.9%
Cc1ccc(C2NC(=O)c3c(sc(C)c3C)N2)c(O)c1 (stereo not drawn) | -4.8%
COc1ccc(CNC(=O)CN(c2ccccc2OC)S(=O)(=O)c2ccccc2)cc1 | -11.7%
Cc1cc(NC(=O)CSc2nnc(CNc3ccc(F)cc3)n2C2CCCCC2)no1 | -12.3%
Cc1ccccc1-c1nnc(SCC(=O)Nc2ccc3c(c2)OCCO3)n1N | -6.7%
O=C(COC(=O)c1cn(-c2ccccc2)nc1-c1cccs1)NC1CC1 | -3.0%
Cc1nnc(SCc2c(Cl)cccc2Cl)s1 | -4.5%
CCCOc1ccc(/C=C2/C(=O)NN(c3ccccc3)C2=O)cc1OC | 2.7%
O=S(=O)(Nc1nc2ccccc2[nH]1)c1ccccc1 | 17.2%
CCCCN1C(=O)C(NC(=O)C2CC2)(C(F)(F)F)C2=C1CC(C)(C)CC2=O (stereo not drawn) | -14.8%
COc1ccc(-n2ncc(N(C)n3cccc3)c(Cl)c2=O)cc1 | -2.2%
O=C(c1oc(=O)c2ccccc2c1-c1ccccc1)N1CCN(C2CCCCC2)CC1 | 0.9%
Cc1ccnc(NC(=O)CN(C)S(=O)(=O)c2cccc3nsnc23)c1 | -9.0%
COc1ccc(-c2cnn(-c3ccccc3)c2N)cc1OC | -10.5%
CCOC(=O)CSc1nnc(CNC(=O)c2cccs2)n1-c1cc(C)ccc1C | 7.1%
COc1ccccc1N1C(=O)CCC1(C#N)c1ccc(Br)cc1 (stereo not drawn) | 3.6%
O=S(=O)(c1cccs1)N1CN(Cc2ccc(F)cc2)c2nc3ccccc3nc21 | -12.6%
COc1ccc(-c2nc3c([nH]2)c(=O)n(C)c(=O)n3C)c(OC)c1 | -0.7%
CCCC(=O)c1cc2c(cc1NC(=O)c1cccs1)OCCO2 | 5.4%
CS(=O)(=O)c1ccccc1COC(=O)Nc1ccc(Cl)cc1 | -0.5%
CCOc1ccc(NC2(c3ccccc3)C(=O)c3ccccc3C2=O)cc1 | -2.1%
CCOC(=O)N1CCC(NC(=O)c2ccc(NC(=O)C3CCCO3)cc2)CC1 (stereo not drawn) | -2.9%
O=C(CCCn1c(=O)c2sccc2n(CC(=O)OCc2ccccc2)c1=O)NCc1ccco1 | 1.5%
Cc1cc(C(=O)CSc2nnc(-c3ccc(F)cc3)o2)c(C)n1CC1CCCO1 (stereo not drawn) | -5.7%
Cc1noc(C(=O)N2CC3(C)CC2CC(C)(C)C3)c1Cl (stereo not drawn) | -2.6%
Cc1cccc(Oc2coc3cc(OC(=O)c4cccs4)ccc3c2=O)c1 | 5.1%
O=C(CSc1nc2cc(Cl)ccc2o1)Nc1ccc(N2CCOCC2)cc1 | 18.4%
O=C(CCC(=O)c1ccc(Oc2ccccc2)cc1)Nc1ccc(Cl)cc1Cl | 7.6%

Next section
compound | EphA4 KYL inhibition
COc1ccc(-c2n[nH]c(C)c2-c2cnn(-c3ccccc3)c2)c(O)c1C | -8.5%
CCOC(=O)N1CCN(C(=O)C2CCCN(S(=O)(=O)c3cccnc3)C2)CC1 (stereo not drawn) | -7.3%
C/C(=N\NC(=O)C1CC1)c1ccc(Cl)c(Cl)c1 | -10.3%
O=C(NCCCc1ccccc1)c1ccccc1O | 7.2%
O=CNCCCc1nc2ccccc2n1Cc1ccccc1 | 7.7%
CCCSc1nnc2n(Cc3ccccc3)c(=O)c3c4c(sc3n12)CCC4 | 1.8%
O=C(CN1CCCC1)N1CCCc2c1c(=O)oc1ccc(OCc3ccccc3)cc21 | -2.7%
Cc1ccccc1C(=O)Nc1nnc(-c2ccc(F)cc2)o1 | -38.0%
Cc1nnc(NC(=O)CCC(=O)NCc2cccs2)s1 | -1.7%
COC(=O)C1=C(C)N(CC(C)C)C(=O)/C1=C\c1cccc(OC)c1O | 1.0%
Cc1ccc(NC(=O)c2c(-c3ccccc3Cl)noc2C)c(C)c1 | -3.9%
Cc1ccc(C(=O)COC(=O)CNC(=O)COc2ccccc2C)cc1C | -13.6%
CCCCCCCCN1C(=O)N(C)C(N(O)C(=O)NC)C1(C)C (stereo not drawn) | -5.3%
COc1ccc(NC(=O)CSC(N)=O)cc1 | 5.1%
CSc1nc(-c2ccccc2)nc(N2CCN(C)CC2)c1C(C)=O | -11.1%
CCOc1ccc(NS(=O)(=O)c2ccc(NS(C)(=O)=O)cc2)cc1 | -2.9%
C=CCNC(=S)NNC(=O)c1ccc(OC(C)C)cc1 | 5.7%
CC(C)=C1SC(N2CCN(c3cccc(C(F)(F)F)c3)CC2)=NC1=O | -2.0%
Cc1ccsc1/C=C1\CCc2ccccc2C1=O | 12.7%
CN(C(=O)c1ccccn1)c1nnc(-c2ccccn2)s1 | 5.3%
NC(=S)Nc1cc2ccccc2c2ccccc12 | -7.3%
CC(=O)c1ccc(NC(=O)C2CC(c3ccc(F)cc3)=NO2)cc1 (stereo not drawn) | -3.7%
CCOC(=O)CSc1nnc(CSc2nc3sc4c(c3c(=O)[nH]2)CCCC4)n1-c1ccccc1 | -12.7%
CCOc1ccc(C2CC(c3cccc(OC)c3)Nc3ncnn32)cc1 (stereo not drawn) | -8.0%
CC1=CCCC(C)(C)C1C(=O)CC(C)Nc1ccccc1 (stereo not drawn) | -7.2%
O=C(CCn1c(=O)oc2ccccc21)N1CCN(C(c2ccccc2)c2ccccc2)CC1 | -3.5%
COc1ccc(/C=C2\CCOC2=O)cc1 | -9.5%
O=C(NC(Cc1ccccc1)C(=O)O)OCc1ccccc1 (stereo not drawn) | 2.2%
Cc1cc(C(=O)NCc2ccc3c(c2)OCO3)n(-c2ccccc2)n1 | -3.3%
Cc1c(N=C/C=C/c2ccccc2)c(=O)n(-c2ccccc2)n1C | -4.8%

Among those listed so far, these have a nitro group on carbon:
compound | EphA4 KYL inhibition
CC(=O)C1=C(C)NC(C)=C(C(C)=O)C1c1ccc(-c2ccccc2[N+](=O)[O-])o1 | 5.2%
COc1cc([N+](=O)[O-])ccc1-c1ccc(CO)o1 | 27.6%

(next part)
compound | EphA4 KYL inhibition
COc1ccc2occ(C(=O)c3ccc([N+](=O)[O-])cc3)c2c1 | 0.4%
CCC(=O)c1ccc(O)c(CC=C(C)C)c1 | -7.5%
Cc1ccsc1C=Nc1ccc(O)cc1 | -9.8%
O=C(c1ccc(C#CC2(O)CCCCC2)cc1)N1CCN(Cc2ccccc2)CC1 | -5.5%
